High-throughput results deposited in PubChem by IUPUI and University of Michigan.
ST2 inh: inhibitors of human ST2 (IL1RL1) binding to IL-33; Q01638; AlphaLISA ST2-Fc/biotin-IL-33 interaction, 1 h; inhibition, % for hits at 17 µM; hit rate 2.3% among 78,000; in the data active = inhibition above about 30%; inconclusive = mostly about 10% to 28%
Target sequence (Q01638 whole entry, looked up): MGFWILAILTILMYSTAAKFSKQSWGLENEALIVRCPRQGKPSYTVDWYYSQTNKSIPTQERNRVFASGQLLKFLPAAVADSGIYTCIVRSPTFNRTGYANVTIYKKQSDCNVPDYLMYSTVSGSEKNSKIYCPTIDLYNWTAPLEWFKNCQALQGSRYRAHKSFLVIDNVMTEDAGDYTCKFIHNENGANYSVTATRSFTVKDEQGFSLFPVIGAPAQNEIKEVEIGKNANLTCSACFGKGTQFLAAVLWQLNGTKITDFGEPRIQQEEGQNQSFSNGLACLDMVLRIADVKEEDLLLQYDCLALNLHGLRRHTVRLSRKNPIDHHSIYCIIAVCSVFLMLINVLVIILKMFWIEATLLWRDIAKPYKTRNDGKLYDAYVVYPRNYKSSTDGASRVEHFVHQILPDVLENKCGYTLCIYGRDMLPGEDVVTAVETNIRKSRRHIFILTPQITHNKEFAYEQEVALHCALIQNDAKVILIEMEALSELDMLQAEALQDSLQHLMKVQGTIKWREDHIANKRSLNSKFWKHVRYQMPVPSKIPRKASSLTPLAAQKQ
* = called active by the depositor; i = inactive; ? = inconclusive. These rows are one share of the data; count on the stated rates, not on these rows.

SMILES | ST2 inh
CC(NC(=O)CCCS(N)(=O)=O)C1=CCCCC1 (stereo not given) | i
CNC(=O)C(=O)Nc1cccc(Br)c1 | i
Cc1c(CN(C)C(=O)c2cn(CC3COc4ccccc4O3)nn2)[nH]c2ccccc12 (stereo not given) | i
CCN(CC)S(=O)(=O)c1ccc2oc(C(=O)NCc3ccc(F)cc3)c(C)c2c1 | i
CCC1CCCCN1C(=O)c1cc2n(n1)C(C(F)(F)F)CC(c1ccc(Cl)cc1)N2 (stereo not given) | ?
Cc1[nH]ncc1C(=O)N1CCC2(CCCN(CCCc3ccccc3)C2)C1 (stereo not given) | i
O=C(NCCN1CCOCC1)c1cc(-c2ccc(Br)s2)nc2ccccc12 | ?
CCc1ccc(C(=O)c2c[nH]c3ccc(C)cc3c2=O)cc1 | i
O=c1/c(=C/c2ccc(F)c(Br)c2)sc2nc3ccccc3n12 | ?
CN(C)CC(C)(C)CNS(=O)(=O)c1cccc2nsnc12 | i
Cc1cc(N(C)CCCn2cccn2)nc(-c2cccnc2)n1 | ?
O=c1c(N=Cc2ccccc2)cc2[nH]c3ccccc3c2n1-c1ccccc1 | ?
Cc1cc(C)c2c(=O)[nH]n(C3CCCCCC3)c2n1 | ?
CCOC(=O)c1nn(Cc2cccc(OC)c2)c2c1CN(C(=O)c1cn3cc(Cl)ccc3n1)CC2 | i
COc1ccc(Cl)cc1NC(=O)NCCc1nc2cccnc2n1C1CCCCC1 | i

Copied from the entries so far (two entries):
SMILES | ST2 inh
CC(NC(=O)CCCS(N)(=O)=O)C1=CCCCC1 (stereo not given) | i
CNC(=O)C(=O)Nc1cccc(Br)c1 | i

Continuation:
SMILES | ST2 inh
O=C(NCCc1ccccc1)c1ccc([N+](=O)[O-])o1 | ?
OC(CCN1CCOCC1)(c1ccccc1)c1ccc(Cl)cc1 (stereo not given) | i
O=C(CN1C(=O)S/C(=C\c2ccc(F)cc2)C1=O)Nc1nccs1 | i
O=C(C1CCCN(C2CCCCC2)C1)N(CCO)Cc1ccco1 (stereo not given) | i
COCCN1C(=O)NC(Cc2ccc(F)cc2)(C2CCN(C(=O)c3sccc3Cl)CC2)C1=O (stereo not given) | i
Cc1[nH]cnc1-c1nccn1C(C)c1cnn(C)c1 (stereo not given) | ?
CCOc1ccccc1C1C(C(=O)OCCOC)=C(C)NC2=C1C(=O)C(C(=O)OC)C(C)C2 (stereo not given) | i
CC(O)C12c3ccccc3C(c3ccccc31)[C@H]1C(=O)N(c3cccc(Br)c3)C(=O)C12 (stereo not given in full) | ?
C1=C2C3CCCCC3OC(c3cccnc3)C2CCC1 (stereo not given) | i
Cc1ccc(S(=O)(=O)NCc2cccnc2)cc1 | i
N#Cc1cc([N+](=O)[O-])c2sc(C(N)=O)[n+]([O-])c2c1 | ?
O=C(C1c2ccccc2C(=O)N2CCc3ccccc3C12)N1CCC(Cc2ccccc2)CC1 (stereo not given) | i
CCc1nnc(NC(=O)CCCOc2ccc(C(C)(C)C)cc2)s1 | i
O=C(CSc1nc2c(c(=O)n1-c1ccc(Cl)cc1)SCC2)c1ccccc1 | i
O=C(Nc1cccc(Cl)c1)N1CCCCC1 | i
COc1ccc(C(=O)NC(O)C(Cl)(Cl)Cl)cc1 (stereo not given) | i
CCOc1cc(/C=C2\C(=O)NN(c3ccc(C)cc3)C2=O)cc(I)c1O | ?
O=C(CN1CCN(Cc2ccc(Cl)cc2)S1(=O)=O)Nc1ccc2c(c1)OCCO2 | i
CC(=O)c1ccc(NC(=O)/C(=C\c2ccccc2)NC(=O)c2ccc(Br)o2)cc1 | i
Cc1ccc2c(c1)C(c1ccccc1)N(C(=O)c1ccccc1Br)CC(=O)N2 (stereo not given) | i
Cc1cccc(-c2noc([C@@H]3Cc4nc[nH]c4CN3C(=O)C3CCCCC3)n2)c1 | ?
CCn1ncc(C(=O)N(Cc2ccsc2)C2CC2)c1C | ?
CC(=O)Nc1cccc(NC(=O)c2ccccc2Cl)c1 | i
CCOc1cc(/C=C2/NC(=O)NC2=O)cc(Cl)c1OC(C)C | ?
CCc1ccc(C(C)NC(=O)c2ncn[nH]2)cc1 (stereo not given) | i
Cc1cccc(-c2cnc(C)nc2C2CCCN(C(=O)/C=C/c3cc(F)ccc3F)C2)c1 (stereo not given) | i
Cc1cccc(C2c3[nH]c4ccccc4c3CCN2C(=O)CCc2c(C)noc2C)c1 (stereo not given) | ?
COc1ccc(C(=O)N=c2sc3cc(F)ccc3n2C)cc1 | i
COc1ccc(CNC(=O)C2CC(=O)N(c3ccc(F)cc3)C2)cc1 (stereo not given) | ?
O=C(Nc1ccccc1)c1ccc(S(=O)(=O)N2CCCCC2)cc1 | i
Cc1cccc2nc(C(=O)NCCSc3nnnn3C)c(F)n12 | i
Cc1ccc(-c2ccnc(NCc3noc(CC(C)C)n3)n2)c(C)n1 | i
Cc1ccc(-n2c(=O)c3c4c(sc3n(Cc3cc(=O)n5ccccc5n3)c2=O)CCC4)cc1C | i
CC(=O)N1N=C(c2ccc([N+](=O)[O-])cc2)OC12CCCC2 | i
CN(CCC#N)C(=O)c1cnn2c(C(F)(F)F)cc(-c3ccco3)nc12 | i
CN1CC(=O)NC1=NC(=O)Nc1cccc(Cl)c1 | i
COC(=O)[C@H](NC(=O)[C@@H]1C[C@H](NC(=O)Nc2ccc(OC)cc2)CN1C(=O)CSC)C(C)C | i
O=C(CCS(=O)(=O)c1cccs1)N1CCN(c2ccc(F)cc2)CC1 | i
Cc1ccc(-c2nc(N3CCN(CCN(C)C)CC3)ncc2-c2ccoc2)cc1 | ?
O=C(CCS(=O)(=O)c1cccc2nsnc12)N1CC(=O)N(CCc2ccccc2)C(=O)C1 | ?
Cc1c(C(=O)NCc2ccc3c(c2)OCO3)oc2ccc(S(=O)(=O)N3CCC(C)CC3)cc12 | i
CN(c1ncccc1C(=O)N1C[C@H](N(C)C)C[C@H]1CO)C1CCCCC1 | i
CC[C@H]1CN(C(=O)c2ccc(F)cc2)CC[C@H]1CC(=O)N(CC)C(=O)NCCCN(C)C | i
c1ccc(OCc2nc3ccccc3s2)cc1 | i
CN(C)c1cc2c(Nc3ccc4c(cnn4Cc4ccccc4)c3)ncnc2cn1 | i
O=C(CN1CCCCC1)OCCCC1CCCCC1 | ?
Cn1ccnc1-c1nccn1C1CCCC1 | i
CC1CCCCN1S(=O)(=O)c1ccc(C(=O)Nc2nnc(-c3ccc(F)cc3)o2)cc1 (stereo not given) | ?
COc1ccc(C(=O)Nc2cc(C)on2)cc1 | i
C=CCc1ccccc1OCCNCCN | i
COc1ccc(OC)c(N2C(N)=C(C#N)C(c3ccc(OC)c(O)c3)C3=C2CC(C)(C)CC3=O)c1 (stereo not given) | ?
CN(C)c1ccc(-c2nnc([C@H]3CCN(Cc4ccc(CO)o4)C3)o2)cc1 | i
CCc1cccc(NS(=O)(=O)c2ccccc2[N+](=O)[O-])c1 | ?
COc1ccc(OC)c(NS(=O)(=O)c2ccc(NC(=O)c3ccccc3C)cc2)c1 | i
Cc1ccc2nc(-c3ccco3)c(Nc3ccc4c(c3)OCO4)n2c1 | i
CCOC(=O)C1CCN(S(=O)(=O)c2ccc(CC)cc2)CC1 | ?
COc1ccc(CC(=O)N2N=C(c3ccc(Br)cc3)CC2(O)C(F)(F)F)cc1 (stereo not given) | i
O=C(NCCc1ccccc1F)N1CCCCC1CCN1CCOCC1 (stereo not given) | ?
Cc1cc(C)c(-c2csc(NC(=O)c3cc(=O)c4ccccc4o3)n2)c(C)c1 | ?
COc1ccccc1C1=NN(C(=O)CCC(=O)O)C(c2ccccc2)C1 (stereo not given) | i

In the list so far, these contain a Cl atom.
SMILES | ST2 inh
CCC1CCCCN1C(=O)c1cc2n(n1)C(C(F)(F)F)CC(c1ccc(Cl)cc1)N2 (stereo not given) | ?
CCOC(=O)c1nn(Cc2cccc(OC)c2)c2c1CN(C(=O)c1cn3cc(Cl)ccc3n1)CC2 | i
COc1ccc(Cl)cc1NC(=O)NCCc1nc2cccnc2n1C1CCCCC1 | i
OC(CCN1CCOCC1)(c1ccccc1)c1ccc(Cl)cc1 (stereo not given) | i
COCCN1C(=O)NC(Cc2ccc(F)cc2)(C2CCN(C(=O)c3sccc3Cl)CC2)C1=O (stereo not given) | i
O=C(CSc1nc2c(c(=O)n1-c1ccc(Cl)cc1)SCC2)c1ccccc1 | i
O=C(Nc1cccc(Cl)c1)N1CCCCC1 | i
COc1ccc(C(=O)NC(O)C(Cl)(Cl)Cl)cc1 (stereo not given) | i
O=C(CN1CCN(Cc2ccc(Cl)cc2)S1(=O)=O)Nc1ccc2c(c1)OCCO2 | i
CC(=O)Nc1cccc(NC(=O)c2ccccc2Cl)c1 | i
CCOc1cc(/C=C2/NC(=O)NC2=O)cc(Cl)c1OC(C)C | ?
CN1CC(=O)NC1=NC(=O)Nc1cccc(Cl)c1 | i

New compounds follow.
SMILES | ST2 inh
CC(C)(C)c1ccc(OCCCCN2CCOCC2)cc1 | i
Cc1ccc(-c2ccnc(-c3ccc(C(=O)O)s3)n2)c(C)n1 | ?
NC(N)=NS(=O)(=O)c1ccc(N=Cc2ccccc2[N+](=O)[O-])cc1 | i
COc1ccc(N2CCCS2(=O)=O)cc1NC(=O)Cc1ccc(OC)c(OC)c1 | i
CCc1nc(SCC(=O)Nc2cccc(C(F)(F)F)c2)c(C#N)cc1C | i
CC(C(=O)NCc1ccccn1)N1C(=O)COc2ccc(Cl)cc21 (stereo not given) | i
O=C1Nc2ccc(S(=O)(=O)Nc3cc(Cl)ccc3Cl)c3cccc1c23 | ?
CCSc1nnc2c(n1)OC(CC)N(C(=O)CC)c1ccccc1-2 (stereo not given) | ?
C=CCN1C(=O)C(=O)C(=C(O)c2ccc(Br)cc2)C1c1ccc([N+](=O)[O-])cc1 (stereo not given) | ?
NC(=O)c1c(NC(=O)CN2C(=O)c3ccccc3C2=O)sc2c1CCC2 | ?
Nc1ncnc(Nc2ccc(Br)cc2)c1[N+](=O)[O-] | i
CN(C)c1ccc(C(=O)N[C@H]2CO[C@H]3[C@@H]2OC[C@@H]3n2cc(-c3ccccn3)nn2)cc1 | ?
CNc1oc(C)nc1S(=O)(=O)c1ccccc1 | ?
Cc1ccc(S(=O)(=O)N[C@H]2C[C@@H](c3nc(C(C)C)no3)N(C)C2)cc1 | i
COc1ccc(C(C#N)N2CCC(c3ccccc3)=N2)cc1 (stereo not given) | i
O=C(Nc1ccccc1)N1CCCCC1 | i
COc1ccccc1NC(=O)c1sc2nc[nH]c(=O)c2c1C | i
CCN(CC)CCNC(=O)c1cc2cc3ccc(C)cc3nc2s1 | i
Cc1nc(CN2CCN(Cc3nc(-c4ccccn4)no3)CC2)cs1 | i
O=C(OC[C@H]1O[C@@H](OC(=O)c2cc(O)c(O)c(O)c2)[C@H](OC(=O)c2cc(O)c(O)c(O)c2)[C@@H](OC(=O)c2cc(O)c(O)c(O)c2)[C@@H]1O)c1cc(O)c(O)c(O)c1 | i
Cc1ccc(N=Cc2nc(-c3ccccc3F)oc2O)c(C)c1 | 33%*
CC(=O)N1c2ccc(N=Cc3cc(Br)ccc3O)cc2CC1C (stereo not given) | i
Brc1cccc(-c2nnc3sc(CNCc4ccccc4)cn23)c1 | i
COc1ccc(C2C3=C(CCCC3=O)Nc3nc(SC)[nH]c(=O)c32)cc1 (stereo not given) | i
Cn1cnc2cc(NCc3ccccn3)ccc21 | i
CCN(CC)CCCNC(=O)c1cn(CC(C)C)c(=O)c2cc(OC)c(OC)cc12 | i
O=C(Nc1nc2ccc(Cl)cc2s1)c1ccccc1[N+](=O)[O-] | i
Cc1cc(C(=O)Nc2c(C)nn(Cc3ccc(Cl)cc3)c2C)no1 | ?
C=CCN(Cc1ccccc1OC)C(=O)C(C)c1ccccc1 (stereo not given) | i
CCc1ccc(NS(=O)(=O)c2ccc3c(c2)C(=O)NC3)cc1 | ?
Cc1cccc(NS(=O)(=O)c2c(C)n[nH]c2C)c1 | i
CN1[C@@H](CCC(=O)N2CCN(c3ccccc3)CC2)CNC(=O)[C@@H]2[C@H]1CCN2Cc1ccccc1 | i
Cc1nonc1OCCNC(=O)c1c(C)nc2sccn12 | i
CCc1ccc(CN(C)C(=O)c2cc(COc3ccc4ncccc4c3)on2)nc1 | ?
Cc1ccn2c(NC(=O)CCc3ccccc3)c(-c3cccs3)nc2c1 | i
Cc1ccccc1C1=N/C(=C\c2ccccc2)C(=O)O1 | 33%*
CC(C)c1cc(C(=O)N2CCN(C(c3ccccc3)c3ccccc3)CC2)no1 | ?
Cc1ccnc(NC(=O)CSc2cc(=O)n(C)c3ccccc23)c1 | i
CCCC(=O)NC(C)c1nc2ccccc2n1CC (stereo not given) | ?
NC(=O)CCn1cc(-c2c(-c3ccccc3)ncn2CCO)c2ccccc21 | i
COCCNC(=O)c1ccc(N(Cc2ccccc2Cl)S(C)(=O)=O)cc1 | i
CCCCc1ccc(-c2ccc(Br)cc2O)nc1 | i
COC(=O)CCCC(=O)N1CCCC(C(=O)c2ccc(-c3ccccc3)c(F)c2)C1 (stereo not given) | ?
Cc1ccc(C(=O)N2CCCc3ccccc32)cc1Br | i
CCc1ccc(S(=O)(=O)N2CCSC2c2ccc(Cl)cc2)cc1 (stereo not given) | i
N=C1S/C(=C\c2ccc(N3CCOCC3)cc2)C(=O)N1c1ccc(Br)cc1 | 32%*
Cc1cccc(C)c1NC(=O)c1c(F)c(F)c(F)c(F)c1F | ?
Cc1ccc(Cn2c(CNC(=O)c3ccc4c(c3)OCO4)nc3cccnc32)cc1 | ?
COc1ccc([N+](=O)[O-])cc1NC(=O)CCN1CCN(c2cccc(C(F)(F)F)c2)CC1 | i
CC(C)c1nccn1Cc1cc(C(=O)NCC2OCCc3ccccc32)n[nH]1 (stereo not given) | i
CN1C(=O)C2(CCN(c3nc(C(N)=O)cs3)CC2)c2ccccc21 | ?
COc1ccc(CCNC(=O)CCCn2c(=O)[nH]c3ccsc3c2=O)cc1OC | i
CC(=O)Nc1ccc2oc(-c3cccc(I)c3)nc2c1 | i
CCOc1ccccc1CC(=O)N1C[C@@H]2[C@@H]3CC[C@@H](C3)[C@@H]2C1 | i
O=C(O)C1(Cc2ccccc2C(F)(F)F)CCN(c2ncccn2)CC1 | ?
COc1cc2c(cc1OC)C1(CCCC1)CN=C2C | i

Molecules from the list above that contain a tert-butyl group (2):
SMILES | ST2 inh
CCc1nnc(NC(=O)CCCOc2ccc(C(C)(C)C)cc2)s1 | i
CC(C)(C)c1ccc(OCCCCN2CCOCC2)cc1 | i
